Screening results: PubChem, National Center for Advancing Translational Sciences (NCATS)
AmpC det inh – inhibitors of E. coli AmpC beta-lactamase with detergent; P00811; purified AmpC, nitrocefin hydrolysis with detergent; Potency, µM (top dose mostly 28.7 µM), inactives show at the top dose activity change, negative = inhibition; 71,000 tested, 0.09% active; AID 584; active = well fitted curve in the direction sought with a large enough effect
Target sequence (P00811 whole entry, looked up): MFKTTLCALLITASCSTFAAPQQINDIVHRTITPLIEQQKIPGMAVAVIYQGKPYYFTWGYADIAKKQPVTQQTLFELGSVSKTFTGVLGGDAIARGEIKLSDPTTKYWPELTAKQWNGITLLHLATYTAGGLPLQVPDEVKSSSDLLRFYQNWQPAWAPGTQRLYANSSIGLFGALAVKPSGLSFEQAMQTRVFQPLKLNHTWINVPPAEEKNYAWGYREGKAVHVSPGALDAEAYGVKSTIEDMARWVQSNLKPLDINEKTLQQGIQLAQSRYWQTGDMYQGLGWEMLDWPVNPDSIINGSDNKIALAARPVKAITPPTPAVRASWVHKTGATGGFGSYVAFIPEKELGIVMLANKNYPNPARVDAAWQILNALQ
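E. coli AmpC (5.3 nM) in 20 mM phosphate pH 7.0 with 0.01% Triton X-100, preincubated 15 min RT with compound; nitrocefin (2 uL of 800 uM stock) hydrolysis followed by 480 nm absorbance every 20 s over 4 min.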
Starred values were filed as active, the others as inactive; [ ] = remark or other dose. % is scaled to controls: 0 for no effect and ±100 for the full control effect; potency is read from the fitted curve at half-maximal effect. This is a subset (hit frequency here may not be typical).

COc1cc(CO)cc(Br)c1OCC(=O)O
  AmpC det inh: 19%

CC(=O)Nc1ccccc1-c1ccc(C)o1
  AmpC det inh: 8%

Cc1ccccc1-n1c(SCC(=O)NCc2cccs2)nnc1-c1ccncc1
  AmpC det inh: -3%

Cc1noc(C)c1-c1cc(N(C)C)ncn1
  AmpC det inh: 7%

C=CCNC(=O)Nc1ccc(OCC)cc1
  AmpC det inh: -1%

CC(C(=O)N1CCN(C=O)CC1)N1C(=O)c2ccccc2C1=O (configuration not stated)
  AmpC det inh: -4%

CCSc1cc(C2C(C#N)=C(N)OC(C)=C2C(=O)OC)c(C)o1 (configuration not stated)
  AmpC det inh: -8%

CNC(=O)OCC[N+](C)(C)C
  AmpC det inh: 17%

O=C(NC1CCN(Cc2ccccc2)CC1)C1CCCN(c2nnc(-n3cccc3)s2)C1 (configuration not stated)
  AmpC det inh: 5%

O=C(O)Cc1nn(Cc2ccc(Br)cc2F)c(=O)c2ccccc12
  AmpC det inh: -3%

CCC(C)NC(=O)CN(c1ccc2c(c1)OCO2)S(=O)(=O)c1c(C)n[nH]c1C (configuration not stated)
  AmpC det inh: 3%

c1cnc2c(c1)ccc1cccnc12
  AmpC det inh: -1%[5.75 µM]

CCn1c(NCc2cc(OC)ccc2OC)nc2ccccc21
  AmpC det inh: -1%

c1ccc(CN2CCC3(CCCc4ccccc43)CC2)cc1
  AmpC det inh: -2%

Cn1c(=O)cc(OCC(=O)Nc2ccccn2)c2ccccc21
  AmpC det inh: -2%

CCOC(=O)c1ccc2c(c1)nc(SCC(=O)N1CCCCC1)n2CC
  AmpC det inh: 1%

Cc1cccc(OCC(O)CN2C(C)(C)CC(O)CC2(C)C)c1 (configuration not stated)
  AmpC det inh: -1%

COc1cc(S(=O)(=O)N2CCCCC2)ccc1NC=O
  AmpC det inh: 5%

O=C(Nc1ccccc1)N1CCC2(CC1)CCN(C(=O)Oc1ccccc1)CC2
  AmpC det inh: 0%

Clc1cccc(Nc2c3c(nc4ncnn24)CCC3)c1
  AmpC det inh: -10%

O=C(c1csc2c1CCCC2)N1CCN(c2ccccc2)CC1
  AmpC det inh: -5%

CC(NC(=O)C1CCCN(S(=O)(=O)c2cnc[nH]2)C1)c1ccccc1 (configuration not stated)
  AmpC det inh: 5%

COCCn1nnnc1C(c1cccs1)N1CCN(c2nc3ccccc3s2)CC1 (configuration not stated)
  AmpC det inh: 12%

COc1cc(OC)c(C(=O)Nc2ccc(S(=O)(=O)Nc3ncccn3)cc2)cc1OC
  AmpC det inh: -4%

O=C(c1ccccc1)N(c1ccccc1)C1C=CS(=O)(=O)C1 (configuration not stated)
  AmpC det inh: 13%

By substructure: those above with a thiophene ring, fused or not
Cc1ccccc1-n1c(SCC(=O)NCc2cccs2)nnc1-c1ccncc1
  AmpC det inh: -3%

O=C(c1csc2c1CCCC2)N1CCN(c2ccccc2)CC1
  AmpC det inh: -5%

COCCn1nnnc1C(c1cccs1)N1CCN(c2nc3ccccc3s2)CC1 (configuration not stated)
  AmpC det inh: 12%

Next part.
COC(=O)c1ccccc1NC(=O)Nc1cc(C)cc(C)n1
  AmpC det inh: -3%

N[C@@H](Cc1ccc(N(CCCl)CCCl)cc1)C(=O)O
  AmpC det inh: 10%

CCN(CCCNC(=O)CCn1c(=O)[nH]c2ccccc2c1=O)c1ccccc1
  AmpC det inh: -1%

COc1ccc(N2CCN(Cc3nc(-c4ccc(Cl)cc4Cl)no3)CC2)cc1
  AmpC det inh: 3%

O=C(NC1CCCCC1)C1CCN(c2nnnn2-c2ccccc2)CC1
  AmpC det inh: -6%

COC(=O)c1cn(NC(=O)c2ccncc2)c(=O)c2ccccc12
  AmpC det inh: -4%

C=CCn1c(=O)/c(=C/c2ccc(F)cc2)s/c1=C(\C#N)c1nnc2n1CCCCC2
  AmpC det inh: -5%

Cc1cc(C(=O)CC#N)c(C)n1CC(F)(F)F
  AmpC det inh: -4%

O=C(Nc1ccc(Cl)cc1)N1CCC(c2nc(-c3cccs3)no2)CC1
  AmpC det inh: -2%

Clc1ccccc1-c1nn2c(Cn3cnc4ccccc43)nnc2s1
  AmpC det inh: -4%

CCOC(=O)C1CCCN(C2CC(=O)N(c3cccc(C(F)(F)F)c3)C2=O)C1 (configuration not stated)
  AmpC det inh: -6%

CCn1cc(C2=NOC(C(=O)Nc3c(C)nn(Cc4ccc(F)cc4)c3C)C2)c(C)n1 (configuration not stated)
  AmpC det inh: 10%

CCCNc1nc2c(c(=O)[nH]c(=O)n2C)n1Cc1ccc(F)cc1
  AmpC det inh: 8%

O=C(CC12CC3CC(CC(C3)C1)C2)NCO
  AmpC det inh: 1%

COc1ccc(-c2ccc(SCC(=O)NCc3ccco3)nn2)cc1
  AmpC det inh: 0%

CCc1cccc(NC2c3ccccc3C(=O)N2c2ccc(C)cn2)c1 (configuration not stated)
  AmpC det inh: 8%

COC(=O)c1ccccc1S(=O)(=O)N(CCCO)Cc1cc2c(C)ccc(C)c2[nH]c1=O
  AmpC det inh: -3%

O=C(c1ccc(F)cc1)C1CCN(C(=O)N2CCOCC2)CC1
  AmpC det inh: 8%

Cc1nnc(NC(=O)c2ccc3c(c2)C(=O)N(CC2CCCO2)C3=O)s1 (configuration not stated)
  AmpC det inh: -3%

CCSc1ccccc1C(=O)Nc1cc(C)on1
  AmpC det inh: 25%

Cc1cccc(C)c1NC(=O)CS(=O)CC(=O)NC1CCN(Cc2ccccc2)CC1 (configuration not stated)
  AmpC det inh: -3%

Cc1cc(Nc2cccc(Cl)c2C)n2ncnc2n1
  AmpC det inh: 5%

Cc1ccc(-c2nc(NC(=O)CSc3nnc(C)s3)ns2)cc1
  AmpC det inh: 11%

CCOc1ccc(-c2nnc(SCc3nnc(-c4ccccc4)o3)n2-c2ccccc2F)cc1
  AmpC det inh: -2%

COc1ccc(NC(C)=O)cc1NC(=O)CN1CCN(S(=O)(=O)c2ccc(C(C)C)cc2)CC1
  AmpC det inh: -2%

Filtered by structure: the entries above with a cyano group (three)
CCSc1cc(C2C(C#N)=C(N)OC(C)=C2C(=O)OC)c(C)o1 (configuration not stated)
  AmpC det inh: -8%

C=CCn1c(=O)/c(=C/c2ccc(F)cc2)s/c1=C(\C#N)c1nnc2n1CCCCC2
  AmpC det inh: -5%

Cc1cc(C(=O)CC#N)c(C)n1CC(F)(F)F
  AmpC det inh: -4%

Later entries.
CCC(C)C(=O)N1CCc2cc(-c3csc(N)n3)ccc21 (configuration not stated)
  AmpC det inh: 7%

O=C(CN1C(=O)c2ccccc2C1=O)Nc1nnc(C2CCCO2)s1 (configuration not stated)
  AmpC det inh: -2%

CC1Cc2cc(/C(O)=C3/C(=O)C(=O)N(CCN4CCOCC4)C3c3cccc(O)c3)ccc2O1 (configuration not stated)
  AmpC det inh: -1%

Cc1ccc(NC(=O)c2cc(-c3ccco3)on2)cc1C
  AmpC det inh: -4%

O=C(Nc1cccc(Cl)c1Cl)c1ccncc1
  AmpC det inh: 7%

S=C(c1cccs1)N1CCCC1
  AmpC det inh: -3%

COc1ccccc1OCC(=O)NCc1ccco1
  AmpC det inh: -1%

O=C1CC(c2ccc(F)cc2)Cc2nc(N3CCc4ccccc43)ncc21 (configuration not stated)
  AmpC det inh: -1%

Cc1ccccc1-c1cncnc1Nc1ccc(F)cc1
  AmpC det inh: 8%

O=C(CC1Sc2ncnn2C1=O)Nc1ccc(Br)cc1 (configuration not stated)
  AmpC det inh: 11%

Cn1c(=O)cc(SCC(=O)N2CCN(C(=O)c3ccco3)CC2)c2ccccc21
  AmpC det inh: -2%

O=S(=O)(Nc1ccc(S(=O)(=O)N2CCCCC2)cc1)c1cccs1
  AmpC det inh: -4%

Cc1cc(OCC(=O)N2CCOCC2)c(C(C)C)cc1Cl
  AmpC det inh: -9%

CCCCN(CC)CCCNC(=O)CC1Nc2ccccc2NC1=O (configuration not stated)
  AmpC det inh: 2%

CN[C@@H]1[C@H](O[C@@H]2O[C@H](CO)[C@@H](N)[C@H](O)[C@@H]2O)O[C@H]2C[C@@H](N)[C@@H](O[C@H]3[C@@H](O)[C@H](O)[C@H](N)C[C@@H]3N)O[C@H]2[C@H]1O
  AmpC det inh: -1%[12.8 µM]

CN1CCN(CCCNN)CC1
  AmpC det inh: 0%[5.75 µM]

O=C(COC(=O)C1CC(=O)N(Cc2ccccc2)C1)Nc1ccc2c(c1)OCO2 (configuration not stated)
  AmpC det inh: -1%

O=C(Nc1ccc(CN2CCOCC2)cc1)c1cc2ccccc2oc1=O
  AmpC det inh: 23%

CNC(=O)c1cc2c(=O)n3cccc(C)c3nc2n1C
  AmpC det inh: 2%

COc1ccc(-n2c(=O)c(C)nc3cnc(Oc4cccc(Cl)c4)nc32)cc1
  AmpC det inh: -2%

CCN(CC)CCCn1c(=S)[nH]c2ccc(Cl)cc2c1=O
  AmpC det inh: 13%

COCCn1c(=O)c(-c2ccc(OC)cc2)nc2cnc(Nc3cccc(OC)c3)nc21
  AmpC det inh: -2%

CC1CN(C(=O)CSc2ncnc3sccc23)CC(C)O1 (configuration not stated)
  AmpC det inh: -4%

CC(=O)c1c(NCCc2ccccc2)cc(C)oc1=O
  AmpC det inh: -4%

COc1ccccc1NC(=O)C(C)NS(=O)(=O)c1ccc(F)cc1 (configuration not stated)
  AmpC det inh: 1%

Clc1ccccc1-c1ccc2ncnc(NC3CCNCC3)c2c1
  AmpC det inh: 12%

C[C@]12CCC(=O)C=C1CCC1C2CC[C@@]2(C)C1CC[C@@]2(O)CC#N (some centres not stated)
  AmpC det inh: 13%

CCn1c(CNc2nc(-c3ccccc3)cs2)nnc1SCC(=O)NCc1ccco1
  AmpC det inh: -2%

COc1ccc(OC)c(S(N)(=O)=O)c1
  AmpC det inh: -6%

CC(=O)c1cc2c(=O)c3cc(C)ccc3oc2nc1C
  AmpC det inh: 1%

Cc1nc2cc(NC(=O)Nc3ccc(N4CCOCC4)cc3)ccc2n1C
  AmpC det inh: -3%

C[C@H]1O[C@@H](O[C@H]2[C@@H](O)C[C@H](O[C@H]3[C@@H](O)C[C@H](O[C@H]4CC[C@@]5(C)[C@H](CC[C@@H]6[C@@H]5C[C@@H](O)[C@]5(C)[C@@H](C7=CC(=O)OC7)CC[C@]65O)C4)O[C@@H]3C)O[C@@H]2C)C[C@H](O)[C@@H]1O
  AmpC det inh: 9%

CCN(C(C)=O)c1nc(CSc2nnc(NC(C)C)s2)cs1
  AmpC det inh: 8%

CCOC(=O)C(Cc1ccccc1)NC(=O)CNC(C)=O (configuration not stated)
  AmpC det inh: -6%

C=CCOC(=O)C1=C(C)N=C2SCCC(=O)N2C1c1cccs1 (configuration not stated)
  AmpC det inh: 0%

COc1cc(OC)cc(-c2cc(NC(C)=O)n[nH]2)c1
  AmpC det inh: 6%

O=C1CCc2cc(S(=O)(=O)N3CCN(Cc4ccc5c(c4)OCO5)CC3)ccc2N1
  AmpC det inh: 5%

O=C(c1ccc(Br)o1)N1CCN=C1SCc1cccc(F)c1
  AmpC det inh: 6%

CN(Cc1ccccc1)C(=O)CNC(=O)Cn1cnc2ccccc2c1=O
  AmpC det inh: -2%

CC(C)CCN1CCNC(=O)C1CC(=O)Nc1ccc(F)cc1 (configuration not stated)
  AmpC det inh: -3%

COc1ccc(N2CCN(CCNC(=O)CCN3C(=O)COc4ccccc43)CC2)cc1
  AmpC det inh: -3%

CCOC(=O)C1CCN(C(=O)c2ccc(Cl)c(Cl)c2)CC1
  AmpC det inh: -4%

CC(C)C[C@@H](CC(=O)N[C@@H](CCC(=O)O)CC(=O)O)NC(=O)[C@@H]1CNCC[C@H]1NC(=O)C[C@H](CCCN)NC(=O)C[C@H](Cc1c[nH]c2ccccc12)NC(=O)[C@@H]1CNCC[C@H]1N
  AmpC det inh: -5%

C=CCNC(=O)Nc1ccc2oc(C)nc2c1
  AmpC det inh: -3%

CN(C)c1nc(OCCOC(=O)COc2ccc(Cl)cc2Cl)nc(N(C)C)n1
  AmpC det inh: -6%

O=C(C1CCCO1)N(c1cccc(Cl)c1)C1C=CS(=O)(=O)C1 (configuration not stated)
  AmpC det inh: -6%

CCOC(=O)n1c(=O)oc2cc(S(=O)(=O)N3CCCCC3)ccc21
  AmpC det inh: -3%

Clc1ccccc1-c1nc(-n2ccnc2)c2ccccc2n1
  AmpC det inh: 8%

O=C(CSc1ncn[nH]1)NCCOc1ccccc1
  AmpC det inh: -4%

ClCC(Cl)Cl
  AmpC det inh: 3%

CCn1c(=O)cc(OCC(=O)NCC2CCCO2)c2ccccc21 (configuration not stated)
  AmpC det inh: -4%

O=C(O)c1ccc(CSc2nc3ccccc3o2)cc1
  AmpC det inh: -6%

O=C(Oc1ccc(N(Cc2cccs2)C2=NS(=O)(=O)c3ccccc32)cc1)c1ccco1
  AmpC det inh: -2%

CC12CCC(C(=O)N3CCCc4ccccc43)(CC1=O)C2(C)C (configuration not stated)
  AmpC det inh: 5%

O=C(Nc1ccccc1C(F)(F)F)N1CCCC(O)C1 (configuration not stated)
  AmpC det inh: -2%

CCOC(=O)C1C(=O)NC(N2CCOCC2)=NC1c1ccco1 (configuration not stated)
  AmpC det inh: -4%

N#Cc1cccc(NC(=O)N2CC[C@@]3(CCCN(C(=O)c4ccncc4)C3)C2)c1
  AmpC det inh: -1%

CC1(C)CC(=O)C=C(NCCN2CCN(C(=O)Nc3ccccc3)CC2)C1
  AmpC det inh: -2%

COc1ccc(S(=O)(=O)n2nc(-c3cc(OC)c(OC)c(OC)c3)cc2N)cc1OC
  AmpC det inh: 6%

NCC(O)c1ccc(O)cc1 (configuration not stated)
  AmpC det inh: 7%

O=C(NCc1cccs1)c1nn2cccnc2c1Cl
  AmpC det inh: -1%

COc1ccc(S(=O)(=O)N(Cc2ccccc2)Cc2nc3ccccc3c(=O)[nH]2)cc1
  AmpC det inh: -3%

CCn1c(=O)cc(OCC(=O)N2CCc3ccccc32)c2ccccc21
  AmpC det inh: 7%

CC(=O)c1ccc(NC(=O)C2CCC(C)(C(=O)O)C2(C)C)cc1 (configuration not stated)
  AmpC det inh: 4%

COc1ccc(N(C(C)=O)C2C=CS(=O)(=O)C2)c(OC)c1 (configuration not stated)
  AmpC det inh: -2%
